# From PubChem
# EP2 modulator: modulators of human EP2 prostaglandin E2 receptor; P43116; EP2-expressing cells, cAMP HTRF FRET, PGE2 co-stimulation; induction, % at 25 µM; 260,000 tested, 0.83% active; AID 940;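 active = compounds whose cAMP rise, as percent of the full-agonist control response, exceeds 60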;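 note: rat C6 glioma line stably carrying human EP2 under a CMV promoter; the protocol text gives 20 µM as final concentration; 100% = response of wells given 1 µM PGE2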
# CHOP inh: CHOP inhibition in unfolded protein response | 220,000 tested, 3.8% active | AID 2732 | inhibition, % at 10 µM | CHO-K1 CHOP-promoter luciferase, tunicamycin-induced, 15-18 h;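 active = compounds that reduced the stress-induced luciferase reporter signal by more than about 70% of percent inhibition, limit read from the data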;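 note: 0% = tunicamycin plus vehicle and 100% = wells without tunicamycin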
# NPY2 pot ag: human NPY-Y2 potentiation or agonism, primary screen; P49146; cells expressing NPY-Y2, potentiator/agonist read-out; activation, % at 3.6 µM; 220,000 tested, 0.45% active; in the data active = activation above about 27%;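 note: cells stimulated with NPY near EC25 plus isoproterenol at EC100; 0% = vehicle plus submaximal agonist and 100% = vehicle plus saturating agonist; some results beyond the cut were filed as inactive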
# Target sequence (P49146 whole entry, looked up): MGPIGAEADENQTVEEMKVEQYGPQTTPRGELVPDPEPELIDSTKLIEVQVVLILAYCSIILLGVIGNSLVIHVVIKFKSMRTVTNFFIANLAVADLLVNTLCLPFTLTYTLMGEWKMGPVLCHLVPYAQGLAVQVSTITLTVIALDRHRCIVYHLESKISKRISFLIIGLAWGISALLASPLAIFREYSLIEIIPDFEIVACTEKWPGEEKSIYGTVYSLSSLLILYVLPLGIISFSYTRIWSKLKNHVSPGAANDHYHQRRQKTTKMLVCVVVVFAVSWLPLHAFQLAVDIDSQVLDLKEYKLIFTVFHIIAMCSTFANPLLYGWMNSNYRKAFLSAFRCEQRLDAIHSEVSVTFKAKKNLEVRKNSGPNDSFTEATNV
# TRPN1 ag: zebrafish TRPN1 (NompC) channel agonism; 220,000 tested, 0.18% active; AID 1424; activation, % at 3 µM; HEK293 zebrafish TRPN1-YFP, Fluo-8 calcium fluorescence; 100% = response to 87 µM carbachol;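 active = activation above its plate's cutoff, the mean activation of test wells on that plate plus 3 SD, cut at about 19% in these data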;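 note: 0% = DMSO alone and 100% = 87 µM carbachol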
#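 Material – zebrafish TRPN1-YFP in HEK293 cells · Doses – 3 µM single point · Schedule – dye 1 h 37 °C plus 30 min RT · Signal – Fluo-8 calcium fluorescence, excitation 470-495 nm, emission 515-575 nm · Read-out – % activation versus carbachol response · Control set – carbachol high, DMSO low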
# NPY-Y1 PAM-ag: potentiators or agonists of human neuropeptide Y receptor Y1; P25929; NPY-Y1 expressing cells, potentiator/agonist activation; activation, % at 3.6 µM; 220,000 tested, 0.37% active; AID 1304; in the data active = activation above about 33%, passing the limit was not always enough;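 note: cells stimulated with NPY at EC10 then isoproterenol at EC100; 0% = low agonist plus stimulus and 100% = saturating agonist plus stimulus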
# NPY Y1 blocker: NPY-Y1 (human) receptor antagonism | P25929 | HEK293-CNG Y1 cells, membrane potential fluorescence; NPY at EC95, then isoproterenol | inhibition, % at 3.6 µM | 200,000 tested, 1% active | AID 1040;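 active = inhibition above the campaign mean inhibition of all tested compounds plus 3 SD, cut at about 20% in these data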;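 note: 0% = DMSO wells given NPY plus isoproterenol and 100% = isoproterenol alone without NPY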
#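 System: HEK293 cells with Y1 receptor plus CNG channel / Probe or stimulus: NPY 25 nM then isoproterenol 1 µM plus Ro 20-1724 25 µM / Compound: one concentration, 3.6 µM, in 0.4% DMSO / Schedule: compound incubation 1 h at room temperature, readout 45 min post-stimulation / Measured by: membrane potential fluorescence / Read-out: % inhibition of NPY effect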
# TRPML3 agonist: agonists of human TRPML3 channel | activation, % at 3 µM | Q8TDD5 | HEK293 TRPML3-YFP, Fluo-8 calcium fluorescence; 100% = the carbachol control signal | 220,000 tested, 0.29% active;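 active = activation above its plate's cutoff, the mean activation of the plate's test wells plus 3 SD, cut at about 12% in these data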;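 note: 0% = DMSO only wells and 100% = carbachol wells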
# Target sequence (Q8TDD5 whole entry, looked up): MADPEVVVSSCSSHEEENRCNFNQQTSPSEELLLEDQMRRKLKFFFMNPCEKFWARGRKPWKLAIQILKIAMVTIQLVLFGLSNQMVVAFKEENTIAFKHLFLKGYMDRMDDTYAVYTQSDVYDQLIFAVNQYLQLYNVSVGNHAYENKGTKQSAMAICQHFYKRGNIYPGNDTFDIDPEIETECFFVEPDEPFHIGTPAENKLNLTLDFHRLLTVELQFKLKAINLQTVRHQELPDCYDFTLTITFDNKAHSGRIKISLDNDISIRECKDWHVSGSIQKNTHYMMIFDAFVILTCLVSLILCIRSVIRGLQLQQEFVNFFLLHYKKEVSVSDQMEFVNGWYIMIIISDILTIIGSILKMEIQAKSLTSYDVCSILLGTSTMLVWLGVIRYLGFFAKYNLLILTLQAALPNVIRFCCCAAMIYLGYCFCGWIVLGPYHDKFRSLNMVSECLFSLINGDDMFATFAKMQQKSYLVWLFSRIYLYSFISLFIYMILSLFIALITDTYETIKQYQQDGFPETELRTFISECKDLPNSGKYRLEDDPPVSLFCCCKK
#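 system = HEK293 cells stably carrying human TRPML3-YFP | doses = one concentration, 3 µM nominal, 0.3% DMSO | timing = dye loading 1 h 37 °C then 30 min ambient, 125 s read | detection = Fluo-8 calcium dye fluorescence, ex 470-495, em 515-575 nm | benchmarks = high control carbachol 87 µM, low control DMSO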
# S1P4 antagonist: human S1P4 receptor antagonism | O95977 | AID 1510 | S1P4-expressing cells, antagonist mode, reporter read-out | 220,000 tested, 0.26% active | inhibition, % at 4.98 µM; in the data active = inhibition above about 29%;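 note: 0% = wells stimulated with agonist and 100% = vehicle wells without agonist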
# S1P4 agonist: human S1P4 receptor agonism | O95977 | S1P4-expressing cell line, agonist reporter assay | activation, % at 4.98 µM | 220,000 tested, 0.35% active | AID 1509; in the data active = activation above about 11%;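 note: 0% = DMSO vehicle and 100% = reference agonist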
# * marks the source's active call; other numbers are inactive results; nt = not tested or not shown; & = joins results of further samples. Rows are unselected; any-hit rate near 6.5%.
SMILES,EP2 modulator,CHOP inh,NPY2 pot ag,TRPN1 ag,NPY-Y1 PAM-ag,NPY Y1 blocker,TRPML3 agonist,S1P4 antagonist,S1P4 agonist
COCCNC(=O)c1cc2c(=O)n3cccc(C)c3nc2n(Cc2ccncc2)c1=N,10,-19,-9,0.8,-10,6,-0.8,-3,2.9
CC(=O)Nc1ccc(S(=O)(=O)NCC2CCC(C(=O)NC3CCCCCC3)CC2)cc1 (stereo not given),-4,1,-8,0.1,-4,1,1.3,1,2.8
Cc1cc(=O)[nH]c(/N=C(\N)Nc2cccc3ccccc23)n1,-7,-2,-1,1.3,8,-6,0.2,-7,1.2
O=S(=O)(c1ccccc1)N1CCN(Cc2cccc(Cl)c2)CC1,30,0,-7,-0.7,-2,1,2.5,-14,0.7
COc1ccc(N(CC(=O)NCc2ccc3c(c2)OCO3)S(C)(=O)=O)cc1OC,-1,47,-4,-0.1,2,-2,0.3,-23,-0.3
COc1ccc2nc(NC(=O)CSc3nnnn3C)sc2c1,-19,0,13,0.7,11,-5,0.7,-1,0.5
CCOC(=O)N1CCC(NC(=O)C2CCN(C(=O)N3CC(C)Oc4ccc(C)cc43)CC2)CC1 (stereo not given),6,-4,-7,1.6,11,-5,0.9,-27,-1.9
COc1cc(C(=O)Nc2cnc(NC(=O)C(C)C)cc2C)cc(OC)c1OC,19,19,5,0.7,9,-1,0.7,-2,1.2
O=C(Nc1cccc(S(=O)(=O)N2CCOCC2)c1)c1cc2c(s1)CCC2,-30,54,1,-1.8,7,7,-0.3,0,0.8
Cc1cc(C)cc(NC(=O)C2CC(=O)n3ncnc3N2)c1 (stereo not given),26,-20,13,0.7,9,2,0.8,-11,1.0
CCOC(=O)C1CCCN(C2CC(=O)N(c3cccc(C)c3)C2=O)C1 (stereo not given),7,-29,-4,1.7,-4,-8,0.8,2,0.3
O=C(Nc1ccc(Cl)c(Cl)c1)Nc1nnc(-c2ccncc2)s1,-104&-3,37,2,2.1,16,-2,1.1,-19,0.7
N=C1S/C(=C\c2cn[nH]c2-c2ccc(F)cc2)C(=O)N1c1ccccc1F,-7,103*,7,0.1,14,-2,0.7,-19,4.8
COc1ccccc1CNCC(=O)N1CC(=O)Nc2ccccc21,20,0,-7,1.0,-4,3,0.6,0,0.6
OC1(c2cccs2)CN(c2ccc(Cl)cc2)C2=[N+]1CCCC2 (stereo not given),-8,-2,-18,-0.3,6,4,0.1,1,0.3
CCSc1nc(-c2ccco2)ccc1C#N,47,42,1,-1.7,-11,6,-0.7,-7,-5.4
O=c1nc2n(c3cccc(Cl)c13)CCCCC2,8,1,-12,0.4,10,-1,0.8,-5,2.4
O=C(Nc1ncc(Cc2ccc(SC(F)F)cc2)s1)c1ccc(OC(F)F)cc1,-53,72*,-1,0.9,4,-2,0.5,-10,0.9
CCNC(=S)N1CCC(NC(=O)C2CCCCC2)CC1,-20,-17,-15,1.4,-3,5,0.2,-11,0.2
CCn1ncc(C(=O)Nc2ccccc2C)c1C,24,14,20,0.1,16,0,1.2,-6,1.4
O=C(CNCc1ccccn1)Nc1cc(C(F)(F)F)ccc1N1CCOCC1,-2,1,-14,0.6,4,nt,0.3,7,-0.8
COc1ccc(-c2csc(NC(=O)CSc3n[nH]c(N)n3)n2)cc1,-26,4,-2,1.1,-1,-4,0.7,-18,1.4
Cc1onc(-c2ccccc2)c1CNS(=O)(=O)c1cccc(Br)c1,-28,3,3,-1.9,14,nt,-1.4,-1,2.0
CCCCCCCOC(=O)c1ccc(OC(=O)c2cccnc2)cc1,20,-1,3,0.8,13,-2,0.8,-16,2.2
COc1cc(-c2nnc3n(CCc4ccccc4)c(=O)c4ccccc4n23)cc(OC)c1OC,-1,-7,-3,-0.9,-1,1,0.1,-5,-0.3
C=CCN(c1ccc(C(=O)N2CCCC2)cc1)S(C)(=O)=O,21,1,5,-1.0,-7,-1,-0.1,-2,-1.2
Cc1cc(S(=O)(=O)N2CCCC2)c(C)s1,12,16,-4,-0.3,-12,3,-1.2,-19,1.0
COc1cccc(/C=C/C(=O)c2ccc[nH]2)c1,-18,5,-17,0.5,-8,3,0.8,-7,0.7
CCc1ccc(Nc2nnc(SCc3cc(=O)n4ccsc4n3)s2)cc1,0,11,6,-1.4,-6,4,-1.2,-13,1.4
Cc1cccc(C(=O)N[C@H](C(=O)Nc2ncc(C)s2)C(C)C)c1,-19,39,-1,-1.1,4,-1,0.3,-5,0.8
Cc1cc(C(=O)CSc2nnc(-c3ccncc3)n2-c2ccccc2)c(C)n1C,6,36,4,0.5,4,-8,0.7,-30,0.8
COC(=O)c1nc2n(n1)C(c1ccc(OC)c(OC)c1)C(C(=O)OC1CCCCC1)=C(C)N2 (stereo not given),-3,-13,-5,-0.6,-11,5,0.5,6,-3.2
O=C(Nc1cccc2ncccc12)C(c1ccccc1)c1ccccc1,-8,-7,-8,0.6,-1,1,0.7,3,-1.9
Cc1ccc(C(=O)O)cc1NC(=O)c1cccs1,18,-5,-13,1.4,4,-3,0.9,-4,0.2
Cc1ccc(C)n1-c1ccc(N2CCOCC2)c(Br)c1,39,12,2,-0.8,0,-3,0.3,-2,0.0
Cc1cc(=O)[nH]c(SCC(=O)Nc2ccc(S(N)(=O)=O)cc2)n1,25,7,-5,1.6,-10,-3,0.5,-1,-1.3
COC(=O)C(C)N1C(=O)S/C(=C/c2cc(C)n(C(C)C)c2C)C1=O (stereo not given),1,43,-11,0.9,8,6,1.6,-2,-2.3
COCCCn1c(CCC(=O)O)ccc1-c1ccc(F)cc1,45,-6,2,0.3,-6,-7,0.6,-20,-1.1
Cc1ccc(OCC(=O)Nc2ccccc2[N+](=O)[O-])c(Br)c1,-15,-18,-1,-0.5,6,5,1.0,7,0.1
O=C(O)/C=C/c1nc(-c2ccccc2)n2ccccc12,2,-21,9,1.3,2,3,0.2,-2,-1.4
Cc1[nH]c2ccccc2c1C(=O)CN1C(=O)C(=O)N(C2CCCC2)C1=O,-14,22,-7,1.0,0,1,0.4,-11,3.5
CCC(=O)Nc1c(-c2cccs2)c(=O)c2ccccc2n1C,-1,-1,10,1.1,6,1,0.2,-10,-0.2
COc1ccc(C(=O)OCC(=O)N2CCCCC2)cc1[N+](=O)[O-],4,2,4,0.5,7,0,0.5,4,0.0
COc1ccc(-c2nc3ccccc3c(=O)n2NC(=O)Cc2ccccc2)cc1,6,29,-9,1.3,-3,3,0.0,-14,0.5
CCOc1ccccc1NC(=O)C(NCC1CCCCC1)c1ccccc1 (stereo not given),65*,39,-2,-0.6,2,11,-0.1,-7,1.4
CCOc1ccc(C(c2c(C)[nH][nH]c2=O)c2c(C)[nH][nH]c2=O)cc1OC,16,-61,-7,2.0,13,-1,0.5,-1,-2.3
O=C(COC(=O)c1ccc(Cl)nc1)NCc1cccs1,1,1,-8,0.7,-10,-3,0.2,-14,-0.6
CCOC(=O)C1=C(C)OC(N)=C(C#N)C1c1cc2c(cc1[N+](=O)[O-])OCO2 (stereo not given),2,32,-13,0.5,-9,2,0.8,7,1.2
CCOCCCNC(=S)N1CCCN(c2nc3cc(C)cc(C)c3cc2C#N)CC1,21,46,-18,-2.4,-19,6,-1.1,13,-0.2
CCOC(=O)Cn1nc(C)c([N+](=O)[O-])c1C,21,-3,-12,0.8,5,4,0.8,-7,0.3
Cc1nc2ccccc2c(=O)n1CCN1CCOCC1,9,-13,-9,4.4,14,-2,0.9,8,2.5
C=CCc1ccccc1OCC(O)CN1CCN(C(=O)OCC)CC1 (stereo not given),-5,56,35*,-0.9,31,3,-0.3,-1,1.6
CCOc1ccc(-n2cc(C(=O)NCc3ccco3)c3cc(OC)c(OC)cc3c2=O)cc1,-5,9,-12,2.2,-4,-5,0.3,-11,0.5
O=C1CCN1C1(C(=O)NC2CCCCC2)CCCC1,5,4,-1,0.5,0,8,0.7,-5,-1.2
Cc1ccc(Cn2ccsc2=NC(=O)CCl)cc1,24,-57,-8,0.5,1,5,0.5,1,2.3
COc1ccc(/C=N/NC(=O)CNC(=O)c2ccc(S(=O)(=O)N3CCOCC3)cc2)cc1OC,-5,17,4,-1.7,21,0,0.8,-21,2.5
COc1ccccc1-c1nnc(SCC(=O)O)n1C,0,-11,9,1.2,2,1,1.0,-22,-0.8
CC(=O)Nc1ccc(C2NC(=S)N(c3ccccc3C(F)(F)F)C(C)=C2C(=O)N2CCOCC2)cc1 (stereo not given),26,7,5,0.7,16,-4,0.6,-17,0.4
CC(C)(C)c1ccc(Oc2ccc(NC(=O)C3CC=CCC3C(=O)O)cc2)cc1 (stereo not given),-6,24,10,-0.4,11,-4,0.4,-19,-0.3
Cc1occc(=O)c1OC(=O)Nc1ccccc1,-9,4,14,-0.6,13,3,0.6,-3,2.1

# Record cards, from the list above. Screens in order: EP2 modulator | CHOP inh | NPY2 pot ag | TRPN1 ag | NPY-Y1 PAM-ag | NPY Y1 blocker | TRPML3 agonist | S1P4 antagonist | S1P4 agonist
# Shown for CCOc1ccc(-n2cc(C(=O)NCc3ccco3)c3cc(OC)c(OC)cc3c2=O)cc1 → -5 | 9 | -12 | 2.2 | -4 | -5 | 0.3 | -11 | 0.5
# Shown for C=CCc1ccccc1OCC(O)CN1CCN(C(=O)OCC)CC1 (stereo not given) → -5 | 56 | 35* | -0.9 | 31 | 3 | -0.3 | -1 | 1.6
# Shown for CCOc1ccc(C(c2c(C)[nH][nH]c2=O)c2c(C)[nH][nH]c2=O)cc1OC → 16 | -61 | -7 | 2.0 | 13 | -1 | 0.5 | -1 | -2.3
# Shown for CCOC(=O)C1=C(C)OC(N)=C(C#N)C1c1cc2c(cc1[N+](=O)[O-])OCO2 (stereo not given) → 2 | 32 | -13 | 0.5 | -9 | 2 | 0.8 | 7 | 1.2

# Carrying on:
SMILES,EP2 modulator,CHOP inh,NPY2 pot ag,TRPN1 ag,NPY-Y1 PAM-ag,NPY Y1 blocker,TRPML3 agonist,S1P4 antagonist,S1P4 agonist
c1coc(-c2nnc3sc(C4CCCCC4)nn23)c1,30,31,2,-0.6,-11,3,-0.8,-21,2.9
CCC12CN(C(=O)c3ccc([N+](=O)[O-])cc3)CC(CC)(CN(C(=O)c3ccc([N+](=O)[O-])cc3)C1)C2=O,-10,-5,-36,0.7,-7,nt,0.9,6,-0.7
C=CCNC(=S)N1CCN(CCN=CC2=C(O)CC(c3ccc(Cl)cc3)CC2=O)CC1 (stereo not given),-6,28,7,2.3,-8,-3,1.3,-3,0.3
CCOc1cc(/C=N/NC(N)=S)cc(Br)c1OCc1ccccc1C,63*,86*,-7,-0.8,-41,3,0.6,22,1.1
O=[N+]([O-])c1ccc(-c2c(O)c3ccccc3c3nc4ccccc4nc23)cc1,-34,60,12,2.3,18,1,-0.4,2,1.1
CCCC(c1nnnn1Cc1cccs1)N1CCN(C2CCCC2)CC1 (stereo not given),3,13,3,-0.3,-8,25*,1.3,-5,-0.5
CCOc1cc(-c2nc(-c3ccc(OC)cc3)no2)cc(OCC)c1OCC,31,26,9,1.3,-17,5,-0.1,2,0.4
